# VIM-2 inh = inhibitors of Pseudomonas aeruginosa VIM-2 metallo-beta-lactamase; AID 1527; inhibition, % at 5.6 µM; hit rate 0.89% among 290,000; purified VIM-2, nitrocefin hydrolysis, epi-absorbance fluorescence;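 active means inhibition above the mean of all tested compounds plus 3 SD, cutoff set per screening run, cut at about 7.5% in these data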;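 further: red hydrolysis product quenches plate fluorescence so inhibitors raise well fluorescence; 0% = enzyme with DMSO and 100% = DMSO without enzyme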
# NS3 helicase inh = inhibitors of Hepatitis C virus NS3 helicase. NS3 helicase DNA unwinding, Cy5 molecular beacon fluorescence. inhibition, % at 10.9 µM. hit rate 0.56% among 290,000;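 active means inhibition above the mean of all tested compounds plus 3 SD, set per campaign, cut at about 35% in these data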;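 further: 0% = DMSO wells and 100% = thioflavine S control wells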
#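 Assay system: hepatitis C virus NS3 helicase domain fragment enzyme. Also added: annealed dual-labelled DNA beacon duplex, ATP-started. Timing: 1 h reaction at 25 °C, ATP-initiated. Technique: Cy5 fluorescence at 0 and 60 min, beacon hairpin quenching. Evaluation: % inhibition of unwinding. Replication: one well per compound.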
# CRFR2-BP antag = CRF-BP/CRF-R2 complex antagonism | inhibition, % at 11.8 µM | AID 588475 | hit rate 0.59% among 350,000 | HEK293 CRF-R2/CRF-BP, CRF-induced calcium fluorescence;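 active means inhibition of the ligand-induced calcium signal above about 50% at the single tested concentration, limit read from the data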
# p-CIP stab down = p/CIP protein destabilization; F442A p/CIP-EGFP cells, EGFP fluorescence, 16 h; decrease of EGFP signal, % at 10 µM; hit rate 0.01% among 290,000; AID 1984;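 active means EGFP signal decrease of at least 30% at 10 µM or well 3 SD below plate mean, unless failing retest; inactive means the rest, including hits failing retest or dose response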; further: some compounds called inactive have numbers as strong as hits; many of its hits are not listed in these tables
# UBC9 SUMO inh = inhibitors of human SUMOylation (UBC9); P63279; inhibition, % at 35 µM; hit rate 0.36% among 290,000; AID 2006; HTRF SUMOylation assay, SAE1/SAE2 + UBC9, in vitro; in the data active means inhibition above about 50%, passing the limit was not always enough; further: strong numbers were not always called active
# Target sequence (P63279 whole entry, looked up): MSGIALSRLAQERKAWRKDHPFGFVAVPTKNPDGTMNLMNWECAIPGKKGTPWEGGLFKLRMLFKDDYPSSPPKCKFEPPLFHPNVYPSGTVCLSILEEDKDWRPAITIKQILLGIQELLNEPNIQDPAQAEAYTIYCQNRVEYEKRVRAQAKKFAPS
# IDE cell inh = inhibitors of human insulin-degrading enzyme in cells; P14735; HEK cells, FAbetaB cleavage, fluorescence polarization; inhibition, % at 5.59 µM; hit rate 0.41% among 320,000; AID 434962;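 active means percent inhibition above the average of all tested compounds plus 3 SD, set per screening campaign, cut at about 16% in these data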;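 further: IDE supplied by intact live HEK cells; FP after avidin binding of uncleaved biotin substrate so inhibition keeps polarization high; 0% = DMSO wells and 100% = 60 µM reference IDE inhibitor Ii1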
# GalR3 antag = human GalR3 antagonism; O60755; hit rate 0.44% among 360,000; inhibition, % at 3 µM; HEK293 GalR3-CNG cAMP membrane potential fluorescence; galR3 body fused to GalR1 C-terminus;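 active means inhibition above the screen-wide average plus 3 SD, cut at about 13% in these data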;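 further: forskolin and galanin both at EC90 stimulate the cells; cAMP rise reported by CNG channel membrane potential dye signal; 0% = forskolin plus galanin with DMSO and 100% = forskolin alone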
# Target sequence (O60755 1-299 limits assumed): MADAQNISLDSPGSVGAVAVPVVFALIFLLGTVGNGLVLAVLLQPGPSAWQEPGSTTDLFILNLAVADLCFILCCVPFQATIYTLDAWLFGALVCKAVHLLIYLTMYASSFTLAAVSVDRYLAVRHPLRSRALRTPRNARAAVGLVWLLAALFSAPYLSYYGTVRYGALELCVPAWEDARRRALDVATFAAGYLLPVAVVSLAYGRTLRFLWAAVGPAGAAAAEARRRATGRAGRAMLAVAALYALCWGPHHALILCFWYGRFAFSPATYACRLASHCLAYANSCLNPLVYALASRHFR
# IMP-1 inh = blocks Pseudomonas aeruginosa IMP-1 metallo-beta-lactamase; purified IMP-1, nitrocefin hydrolysis, epi-absorbance fluorescence; inhibition, % at 5.6 µM; hit rate 0.45% among 290,000; AID 1556;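 active means inhibition above the mean plus 3 SD of all compounds in the same screening run, cut at about 4.5% in these data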;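 further: 0% = IMP-1 with DMSO and 100% = DMSO wells lacking enzyme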
#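 System: purified IMP-1; amount: IMP-1 0.2 nM before substrate addition; compound: single dose, 5.6 µM; times: 25 °C, 15 min preincubation, 25 min reaction; signal: Epi-absorbance via hydrolysed-nitrocefin quenching of white-plate fluorescence, 480/530 nm, EDTA stop; benchmarks: DMSO with and without IMP-1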
# IDE cell activ = IDE (human) activation, cell-based. HEK cells, FAbeta-B cleavage, fluorescence polarization; 0% vehicle, 100% cell-free pure enzyme wells. AID 493087. activation, % at 5.96 µM. P14735. hit rate 0.073% among 340,000;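 active means activation above the mean of all tested compounds plus 3 SD, set per screening campaign, cut at about 17% in these data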
# * marks the source's active call; other numbers are inactive results; x = no result given; & = joins results of further samples.
VIM-2 inh,NS3 helicase inh,CRFR2-BP antag,p-CIP stab down,UBC9 SUMO inh,IDE cell inh,GalR3 antag,IMP-1 inh,IDE cell activ,Compound
-2.5,1.6,-3.8,-14.9,6.7,1.9,-9.5,-4.8,7.8,Cn1cccc1C(=O)NCCc1ccccc1
-0.9,-3.6,14.1,-13.9,6.7,1.9,1.4,-2.7,6.8,COc1ccc2[nH]cc(CCNC(=O)COc3ccc4ccc(=O)oc4c3)c2c1
x,x,14.4,x,x,5.1,-7.7,x,5.3,CC(Sc1nnc(-c2ccccc2F)n1C1CC1)C(=O)NCc1ccco1 (centres undefined)
1.2,6.6,3.9,-4.0,-3.4,-7.4,-1.8,-2.2,4.7,Nc1ccccc1Nc1cccc(C(F)(F)F)c1
-4.8,6.0,-7.9,-17.9,-1.4,3.9,-7.8,-3.9,-1.2,CN(CCC(=O)Nc1cc(S(=O)(=O)N(C)C)ccc1Cl)CC(=O)Nc1ccc(F)cc1
-1.9,20.1,4.6,-2.9,10.4,3.1,-4.2,0.1,-3.9,COc1ccc(C2C(C#N)=C(N)OC3=C2C(=O)CCC3)cc1Cn1cc([N+](=O)[O-])cn1 (centres undefined)
-2.6,-0.6,-10.3,-7.6,15.8,-3.2,-6.0,-1.4,-3.1,O=C(Nc1ccc(Cl)cc1C(=O)N1CCCC1)c1cccc([N+](=O)[O-])c1
-0.5,12.2,-0.4,-3.3,-1.4,-0.3,1.1,-2.7,2.5,COc1ccc(C2C3C(C)=NN=C3CC(C)(O)C2C(C)=O)cc1 (centres undefined)
-3.8,4.9,-6.6,-4.1,5.7,1.9,0.5,-2.3,-0.1,COc1ccc(NC(=O)Cc2nnc(SCC(=O)Nc3ccc(F)cc3)n2C)cc1
0.5,0.5,-25.6,0.6,-16.6,-4.3,-3.5,0.1,8.3,Cc1cc(C)n2nc(SCC(=O)N(Cc3ccccc3)C3CCS(=O)(=O)C3)nc2n1 (centres undefined)
-2.8,1.9,-11.9,5.5,0.8,1.3,-8.4,-2.8,1.7,CC1CN(c2ccc(C(F)(F)F)cc2[N+](=O)[O-])CCN1S(C)(=O)=O (centres undefined)
-1.3,2.3,4.6,-6.7,-0.9,3.2,2.3,-2.0,4.3,O=C(CCN1C(=O)S/C(=C/c2ccc(Cl)cc2)C1=O)N1CCOCC1
x,x,-1.4,x,x,4.6,-9.2,x,4.3,O=C1NC[C@H](c2ccccc2)OC(=O)[C@@H](Cc2ccc(F)cc2)C/C=C\C[C@H]1CC(=O)N(CCO)Cc1ccccc1
-0.4,16.6,-33.7,-103.6,36.6,4.3,-6.0,0.1,-2.3,CCc1cc[n+](-c2nc3ccccc3nc2[N-]S(=O)(=O)c2ccc(Br)s2)cc1
-3.0,6.6,-5.8,-6.7,-2.5,0.2,-3.3,-5.9,-2.4,Cc1ccc(-n2c(C)n[nH]c2=S)cc1C
-0.1,-10.1,-5.4,-11.3,7.8,2.7,-2.8,0.0,1.7,CCOc1ccc(NC(=O)CN(C)C(=O)C2CCN(c3ncnc4sc(C)c(C)c34)CC2)cc1OCC
-3.0,-11.4,-7.5,-12.6,-1.9,2.4,-8.1,-4.2,5.0,CC(OC(=O)c1cc2sccc2n1C)C(=O)NC(C)(C)C (centres undefined)
2.0,1.8,7.3,-23.7,21.5,0.5,-0.3,-0.6,1.2,O=C(Nc1ccc(OC(F)(F)F)cc1)C1CCCN(S(=O)(=O)c2cccnc2)C1 (centres undefined)
0.7,-5.1,-8.8,-6.9,2.9,3.6,x,-1.7,11.3,O=C(c1cnc2n(c1=O)CCS2)N1CCc2ccccc21
-1.5,-2.1,35.8,2.1,3.8,-2.4,-4.7,-1.6,-0.1,CCc1ccc(NS(=O)(=O)c2cccs2)cc1
-0.1,18.2,-65.7,4.3,9.6,8.5,-4.2,-0.1,3.9,COc1ccc(-c2cc(C(F)F)n3ncc(C(=O)N4CCCc5ccccc54)c3n2)cc1
1.3,-11.2,0.2,-11.8,26.0,-3.1,-2.4,1.3,3.5,O=C1c2ccccc2C(=O)N1c1ncccn1
-2.8,17.4,-4.1,10.7,5.6,-3.8,-2.0,-2.5,-2.5,COc1ccccc1NC(=O)Cn1c(CCC(=O)O)ccc1-c1ccc(C)cc1
0.6,4.7,6.5,2.4,2.1,3.6,3.7,-1.8,0.9,Cc1ccc(/C=C(\C#N)C(=O)NCc2ccco2)o1
-2.4,-13.9,23.3,-0.9,13.6,5.2,-11.0,-0.1,-0.4,Cc1ccc(-n2c(=O)c(C#N)cc3c(=O)n4ccccc4nc32)cc1
-2.7,8.8,21.8,-4.5,-9.2,2.1,-0.8,-2.8,7.8,Oc1ccc(-c2onc(C(F)(F)F)c2-c2cscn2)c(O)c1
-2.2,-9.3,-16.4,-11.7,7.8,-4.0,-3.7,-2.0,-0.4,O=C(CC(c1ccccc1)c1ccccc1)NCC(O)c1ccc([N+](=O)[O-])cc1 (centres undefined)
-2.4,-8.8,23.0,-0.6,-23.4,-4.1,-2.9,-2.3,7.4,CCOc1ccc(NC(=O)c2cccc(OC(=S)N3CCC(C)CC3)c2)cc1
1.5,-0.5,22.0,1.6,-6.2,-0.2,-2.1,-1.3,-0.8,Cn1cnnc1SCC(=O)Nc1sc2c(c1C#N)CCCCC2
0.1,13.5,4.8,8.9,1.8,10.7,3.5,-0.7,-3.3,CCOC(=O)c1c(C)[nH]c(C(=O)CSc2ccccc2)c1C

# Grouped by structure: the entries above containing a furan ring, fused or not
VIM-2 inh,NS3 helicase inh,CRFR2-BP antag,p-CIP stab down,UBC9 SUMO inh,IDE cell inh,GalR3 antag,IMP-1 inh,IDE cell activ,Compound
x,x,14.4,x,x,5.1,-7.7,x,5.3,CC(Sc1nnc(-c2ccccc2F)n1C1CC1)C(=O)NCc1ccco1 (centres undefined)
0.6,4.7,6.5,2.4,2.1,3.6,3.7,-1.8,0.9,Cc1ccc(/C=C(\C#N)C(=O)NCc2ccco2)o1

# (more compounds)
VIM-2 inh,NS3 helicase inh,CRFR2-BP antag,p-CIP stab down,UBC9 SUMO inh,IDE cell inh,GalR3 antag,IMP-1 inh,IDE cell activ,Compound
-3.8,5.1,-6.0,-8.4,26.3,1.8,-4.0,-2.6,3.8,O=C(NCc1cccnc1)c1cnc2n(c1=O)CCS2
2.4,8.6,-0.4,-1.6,-1.0,5.5,1.1,3.9,-0.3,Cc1cc(=O)[nH]c(SCC(=O)C23CC4CC(CC(C4)C2)C3)c1C#N
-0.4,-3.9,-11.7,-5.2,-10.6,-1.2,0.4,-5.9,1.9,CCNC(=S)N1CCC(c2nc3cc(C)c(C)cc3[nH]2)CC1
1.1,5.9,9.6,-0.8,-12.5,3.6,-5.6,-2.6,2.8,Cc1ccc(-n2c(C)c(C)c3c(NCCO)ncnc32)cc1
-2.0,8.9,2.4,7.5,5.1,12.7,-5.9,-4.7,4.2,CCCN=C(Nc1ccc(Cl)cc1)c1cccnc1
0.3,13.2,4.0,8.7,6.5,2.2,-8.5,-1.3,2.7,Cc1cc(SC2CCOC2=O)nc2ccccc12 (centres undefined)
-4.7,0.9,10.2,-1.1,0.6,-1.4,-7.1,-5.2,-0.2,O=C(O)c1cccc(N2CCCC2=O)c1
-2.2,7.9,4.9,1.5,0.6,2.8,-2.9,-4.2,3.1,COc1cc(S(=O)(=O)NCc2ccncc2)c(OC)cc1C
x,x,-3.4,x,x,-2.0,-1.9,x,3.1,CCc1ccc(C(=O)CN2C(=O)NC3(CCc4ccccc43)C2=O)cc1 (centres undefined)
-0.8,1.3,6.5,-13.2,-7.3,-3.1,0.7,-1.9,6.6,C=CCn1c(SCC(=O)Nc2nnc(C)s2)nnc1C1CC1
1.3,15.9,-6.6,3.4,-3.7,-3.1,-0.5,-1.6,4.1,Cc1cc(=O)[nH]c(SCC(=O)Nc2ccc(S(=O)(=O)N3CCOCC3)cc2)n1
-0.7,-2.1,30.2,-8.2,-8.9,3.9,-2.2,-3.5,-2.3,CC(=O)Nc1ccc(S(=O)(=O)N(c2cccnc2)S(=O)(=O)c2ccc(NC(C)=O)cc2)cc1
-1.1,-0.1,-1.5,11.0,43.6,2.7,-1.6,-3.3,-5.1,CCN1C(=O)c2cccc3c(S(=O)(=O)NCc4ccccn4)ccc1c23
-0.2,7.2,2.2,-15.4,-15.0,2.9,-2.2,-2.0,0.3,Cc1ccc(NC(=O)COC(=O)c2csc3c2CCC(C)C3)cc1S(=O)(=O)N1CCCCC1 (centres undefined)
-2.2,9.5,-1.9&15.6,-4.2,12.4,-2.5,-4.7&-1.8,-2.9,-2.0&7.1,CC(C)C(=O)N1CCN(CCN=CC2=C(O)CC(c3ccco3)CC2=O)CC1 (centres undefined)
-0.2,-3.6,25.0,-26.8,21.2,-5.2,0.6,-2.2,3.7,CN(Cc1nc(-c2cnccn2)no1)Cc1cccc2ccccc12
x,x,3.8,x,x,-0.2,9.3,x,-3.3,COc1ccccc1C(=O)Nc1ccc(S(=O)(=O)N(C)c2ccccc2)cc1
x,x,-1.2,x,x,5.0,-2.7,x,2.2,COc1cc(CCC(=O)OCC(=O)c2ccc[nH]2)cc(OC)c1OC
5.9,10.1,-22.6,-7.4,7.8,-5.4,-0.2,-0.2,-3.4,CC(C1CC2CCC1C2)n1c(-c2ccco2)n[nH]c1=S (centres undefined)
-4.7,-4.9,25.9,6.9,26.1,0.2,1.6,-2.0,3.9,Cc1ccc2nsnc2c1NC(=S)NC(=O)c1ccco1
-2.4,7.1,-1.0,-3.5,-9.6,0.6,-7.6,-1.7,2.0,COC(=O)C(Cc1ccccc1)P(=O)(c1ccccc1)c1ccccc1 (centres undefined)
-4.6,6.2,-6.3,-38.9,39.9,2.2,-6.9,-3.8,2.2,Nc1c(S(=O)(=O)c2ccccc2)c2nc3ccccc3nc2n1/N=C/c1ccco1
-3.2,-16.8,-10.8,10.4,-11.9,0.1,-8.6,-2.4,-3.8,CC(C)CNC(=O)[C@H]1N2C(=O)c3ccccc3C2SC1(C)C (some centres undefined)
4.0,-7.6,-6.1,1.7,-8.4,3.0,5.9,-2.2,-3.3,COc1cccc(CNc2nc3nc(C)c(Cl)c(C)n3n2)c1
-1.8,5.6,6.6,0.3,-7.9,0.0,-2.0,-1.7,3.7,O=C(N/C(=C/c1cccc([N+](=O)[O-])c1)C(=O)N1CCOCC1)c1ccc(Br)cc1
0.2,0.3,-19.2,-3.1,-11.1,-1.9,2.6,0.7,1.8,COc1ccc2c(c1)c(=O)c(C(=O)c1ccccc1)cn2Cc1ccccc1
-6.2,12.9,-13.6,-11.6,-47.1,0.7,-1.2,-4.2,-3.0,C=CCNC(=S)NNc1nc(Nc2ccccc2)nc(N2CCCCC2)n1
-0.9,5.2,4.4,-4.7,-15.9,-2.2,-4.8,-2.1,-0.6,CCN(CC)C(=O)CN1C(=O)/C(=C/c2ccccc2)SC1=S
1.3,21.6,7.8,3.3,8.8,3.7,-9.6,-0.9,4.6,Cn1cc([C@@H]2C[C@H]3CN(Cc4cccc(Cl)c4)C(=O)[C@]34CCCN24)c(-c2ccccc2)n1

# Source: PubChem (several laboratories)

# The order is random; any-hit rate near 3.2%.
